Source: PubChem BioAssay (National Center for Advancing Translational Sciences (NCATS))
DRD3 agonist – agonists of human D3 dopamine receptor; P35462; D3R DiscoveRx beta-arrestin cells, luminescence, 90 min; max activation, %; 0.58% of 410,000 active; AID 652048; in the data active means max activation above about 30%; further: 0% is about no effect; mostly tested at two doses, the higher about 12 µM
Target sequence (P35462 whole entry, looked up): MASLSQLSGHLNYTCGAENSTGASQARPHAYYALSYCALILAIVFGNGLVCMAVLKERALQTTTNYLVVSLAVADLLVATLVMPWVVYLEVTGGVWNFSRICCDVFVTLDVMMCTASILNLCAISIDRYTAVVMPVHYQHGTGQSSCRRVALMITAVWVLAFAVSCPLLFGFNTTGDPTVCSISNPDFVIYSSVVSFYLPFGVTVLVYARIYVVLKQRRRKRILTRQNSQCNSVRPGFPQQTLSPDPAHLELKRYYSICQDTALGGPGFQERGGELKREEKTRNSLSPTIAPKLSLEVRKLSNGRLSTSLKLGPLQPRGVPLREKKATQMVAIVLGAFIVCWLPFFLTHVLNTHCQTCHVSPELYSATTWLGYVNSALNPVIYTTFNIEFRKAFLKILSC
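Agonist-mode cell screen: cells plated at 1500/well and incubated overnight at 37 °C, then exposed to library compounds for 90 min at 37 °C. Detection reagent was added for 30–60 min at room temperature, and luminescence was read.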
D3 antag – D3 dopamine receptor (human) antagonism; D3R cells, DiscoveRx beta-arrestin luminescence, antagonist mode; active compounds read low; max response, negative = inhibition, %; P35462; 2.5% of 360,000 active; in the data active means max response below about -50%; inconclusive means no clear call, values can overlap the other calls; further: on the % scale 0 is the no-effect control and ±100 the full control effect; mostly tested at two doses, the higher about 12 µM
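Cells plated overnight at 1500 cells/well, then exposed to library compounds with dopamine controls for 90 minutes at 37 degrees C. DiscoveRx reagent added for 30–60 minutes at room temperature; luminescence read, quantitative HTS format.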
IL1B secr inh – inflammasome signaling inhibition, IL-1 beta readout; 4.7% of 360,000 active; activity change, % at 57.5 µM; THP-1 LPS/ATP IL-1B secretion, AlphaLISA, 16 h; active compounds read low; in the data active means activity change below about -50%; inconclusive means mostly about -30% to -49%; further: on the % scale 0 is the no-effect control and ±100 the full control effect
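THP-1 cells pretreated 1 hr with compounds (up to 57.5 uM final), then stimulated with LPS (250 ng/mL final) plus ATP (1.25 mM final); secreted IL-1B measured by AlphaLISA after 16 hr, decreased signal indicating inhibition.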
HT1080-NT tox – kills 2HG-producing HT-1080-NT fibrosarcoma cells. 1.6% of 360,000 active. HT-1080-NT fibrosarcoma viability, CellTiter-Glo ATP luminescence, 48 h. Potency, µM (top dose mostly 46.1 µM), for the others: at the highest dose activity, negative = less viability, actives largely listed as cytotoxic. AID 686970;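 further: NT is the 2HG producing partner of a matched IDH1 knockdown line; potency means the concentration at half of the fitted maximal effect; 0% = DMSO-treated cells and -100% = media-only wells without cells; nearly all actives have a fitted effect of over 55% in size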
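Toxicity toward the 2HG-producing NT line was scored as %Activity, normalised to DMSO and no-cell wells, from CellTiter-Glo luminescence after 48 hours' treatment.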
GLP1R ag – activates the human GLP-1 receptor | P43220 | HEK293 GLP-1R CRE-luciferase, luminescence, 4-6 h; cells express a hypersensitive GLP-1R form | Potency, µM (highest dose often 45.6 µM), for inactives: at the top dose activation, usual class: activators | 0.007% of 380,000 active | AID 624172; further: potency means the concentration at half of the fitted maximal effect; % of control where 0% means no effect
Target sequence (P43220 whole entry, looked up): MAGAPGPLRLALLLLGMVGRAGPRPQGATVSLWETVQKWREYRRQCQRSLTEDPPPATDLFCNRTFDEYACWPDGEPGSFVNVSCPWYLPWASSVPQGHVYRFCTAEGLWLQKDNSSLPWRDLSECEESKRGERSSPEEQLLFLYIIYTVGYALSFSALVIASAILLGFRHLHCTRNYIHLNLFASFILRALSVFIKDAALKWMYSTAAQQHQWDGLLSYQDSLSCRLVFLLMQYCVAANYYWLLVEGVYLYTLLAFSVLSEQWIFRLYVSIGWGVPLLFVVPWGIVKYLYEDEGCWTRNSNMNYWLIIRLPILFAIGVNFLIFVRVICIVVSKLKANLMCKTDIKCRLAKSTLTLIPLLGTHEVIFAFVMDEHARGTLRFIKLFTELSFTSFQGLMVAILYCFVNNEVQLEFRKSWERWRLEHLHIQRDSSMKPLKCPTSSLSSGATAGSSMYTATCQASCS
KB-3-1 tox – kills parental KB-3-1 adenocarcinoma cells; AID 1347075; KB-3-1 viability, CellTiter-Glo ATP luminescence, 72 h; Potency, µM (series often up to 46.1 µM), inactives show at the top dose activity change, negative = cytotoxic, usual class: cytotoxic; 1.4% of 400,000 active; further: potency means the concentration at half of the fitted maximal effect; on the % scale 0 is the no-effect control and ±100 the full control effect; nearly all actives have a fitted effect of over 60% in size
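Screening of KB-3-1 cells (DMEM, 10% FBS, phenol-red free) ran from lowest to highest compound concentration; after 72 h at 37 °C viability was read luminescently and curves fitted.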
HT1080 IDH1KD tx – HT-1080 IDH1 knockdown cell toxicity (counter line). HT-1080 IDH1 knockdown viability, ATP luminescence, 48 h. AID 686971. Potency, µM (titrated, usually from 46.1 µM), for the others: top-dose activity, negative = toxicity, actives largely listed as cytotoxic. 2% of 360,000 active;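 further: potency means the concentration at half of the fitted maximal effect; 0% = DMSO wells and -100% = cell-free medium wells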
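CellTiter-Glo luminescence after 48 h compound exposure at 37 degrees C of IDH1-knockdown HT-1080 cells in 5% FBS RPMI. %Activity scaled between DMSO wells and cell-free media wells, with curves fitted and assigned curve classes.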
KB-V1 cytotox – KB-V1 MDR subline cytotoxicity; 3.4% of 400,000 active; KB-V1 MDR cells viability, CellTiter-Glo, 72 h; Potency, µM (doses to about 46.1 µM), for inactives: at the highest dose activity change, negative = cytotoxicity, actives largely listed as cytotoxic; further: potency means the concentration at half of the fitted maximal effect; on the % scale 0 is the no-effect control and ±100 the full control effect; nearly all actives have a fitted effect of over 60% in size
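Cytotoxicity toward P-gp-expressing KB-V1 cells was determined as loss of CellTiter-Glo luminescence after 72 h at 37 degrees C. Compounds were tested in quantitative HTS format across a concentration range, with curves fitted to normalized data.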
SW480 rerep – DNA re-replication induction in SW480 cells | SW480 DNA re-replication, Hoechst DNA content imaging, 48 h | Potency, µM (top dose mostly 46.1 µM), inactives show at the highest dose re-replication activation, actives largely listed as activators | 1.8% of 340,000 active | AID 624297; further: potency means the concentration at half of the fitted maximal effect; % of control where 0% means no effect; nearly all actives have a fitted effect of over 55% in size
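Treated cells incubate 48 hr (37 C, 5% CO2), are stained 40 min with Hoechst, and nuclear fluorescence is enumerated; a rise in nuclei with high DNA signal marks re-replication.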
An asterisk follows results filed as active; ? = inconclusive; nt = not tested or not shown; [ ] = dose if it differs, or a comment. Unless noted, the call rests on the fitted dose curve; in most records, active means well fitted curve in the direction sought with a large enough effect; inconclusive means small, poorly fitted or top-dose-only effect, or another doubt; inactive means no such curve, though single readings can be large; an effect the other way counts as inactive or inconclusive.

No.	Compound	DRD3 agonist	D3 antag	IL1B secr inh	HT1080-NT tox	GLP1R ag	KB-3-1 tox	HT1080 IDH1KD tx	KB-V1 cytotox	SW480 rerep
1	C=CCOC(=O)C1=C[C@H](c2csc3ccccc23)C[C@H](OCCCCO)O1	-1.0	6.5	20.2	10.8%	8.2%	?	7.2%	-12.8%	0.9%
2	COc1ccc(C2c3sc(=O)[nH]c3SC3C(=O)N(c4ccccc4)C(=O)C32)cc1 (configuration not stated)	-7.0	-26.3	29.2	-1.3%	-4.2%	-1.5%	0.4%	-11.5%	-2.8%
3	O=C(COC(=O)Cn1cnc2ccccc21)NCCC1=CCCCC1	-2.2	-17.5	-8.6	-1.3%	-4.0%	0.0%	-5.5%	-5.3%	-0.3%
4	CN1CCN(C(=O)c2ccc(NS(=O)(=O)c3cccc([N+](=O)[O-])c3)cc2)CC1	-0.5	-27.7	20.1	15.8%	3.1%	-0.8%	13.5%	0.0%	-17.6%
5	Cc1cccc(NC(=O)c2ccc(N3C(=O)C4C5C=CC(C6CC56)C4C3=O)cc2)c1 (configuration not stated)	3.6	1.9	5.6	-11.0%	-1.5%	?	-3.3%	2.8%	-0.5%
6	CCOC(=O)c1ccc(N2C(=O)c3n[nH]c(C)c3C2c2ccc(O)cc2)cc1 (configuration not stated)	-2.3	-10.7	14.7	-11.8%	22.8%	18.4%	-11.7%	-0.6%	4.1%
7	N#Cc1cc([N+](=O)[O-])ccc1NC(=O)COC(=O)CC1CCCC1	-2.3	-2.6	0.0	1.2%	-3.7%	6.7%	14.4%	-12.6%	-1.5%
8	Cc1ccccc1CSc1nsc(N)n1	1.8	11.5	1.3	-1.9%	-1.4%	4.4%	2.7%	-4.9%	-2.4%
9	NC(=S)N/N=C/c1c[nH]c2ccccc12	1.8	-5.5	0.0	-13.1%	16.1%	2.5%	1.6%	-6.7%	-5.4%
10	CCOc1cc(S(=O)(=O)N2CCC(c3nc4ccccc4s3)CC2)c(OCC)cc1S(=O)(=O)N1CCCCC1	11.8	9.2	40.5	9.4%	-1.9%	8.4%	-2.0%[9.24 µM]	1.3%	-2.8%
11	Cc1noc(C)c1CSc1nnc(-c2ccccc2)n1Cc1ccco1	-9.9	-9.1	-7.0	-6.7%	16.3%	-4.6%	2.6%	?	1.6%
12	O=C(CSc1nnc(NC(=O)c2ccco2)s1)Nc1ccc(F)cc1	5.0	32.1	-4.9	6.0%	-3.4%	-5.2%	1.3%	5.3%	-12.2%
13	COc1cc(OC)c2c(C)cc(=O)oc2c1C(CCN1CCOCC1)c1ccc(N(C)C)cc1 (configuration not stated)	0.0	-6.7	0.0	-7.5%	-5.7%	-14.4%	-25.3%	0.0%	-2.8%
14	COc1ccc(-c2nn(-c3ccccc3)cc2C(=O)N(C)C)cc1	-6.1	15.7	1.4	-2.0%	-1.0%	-7.5%	-2.7%	-7.1%	-9.0%
15	Cc1cnc(NC(=O)c2ccc3c(c2)C(=O)N(Cc2cccnc2)C3=O)s1	-0.7	6.5	6.5	1.4%	5.8%	28.9%	0.6%	19.8%	-10.7%
16	O=C(NCc1ccco1)c1ccccc1NC(=O)C1CC(=O)N(c2ccc(Cl)cc2)C1 (configuration not stated)	-0.1	21.3	?	0.2%	-0.3%	-8.8%	-8.6%	-23.6%	0.6%
17	O=C(Oc1cccc(C(=S)N2CCOCC2)c1)c1ccc([N+](=O)[O-])cc1	-11.5	-14.5	0.0	1.2%	-1.0%	8.0%	6.6%	2.4%	-6.0%
18	CC1(N2CCOCC2)C(=O)c2ccccc2C1=O	4.2	1.8	13.5	3.3%	0.8%	2.6%	3.1%	2.2%	2.4%
19	COc1cccc(OCc2nn3c(=O)c(-c4ccccc4)nnc3s2)c1	5.9	27.5	11.9	-6.1%	11.9%	10.1%	-0.8%	29.0%	-10.4%
20	Cn1cc(C(C[N+](=O)[O-])c2ccccc2)c2ccccc21 (configuration not stated)	-0.7	-9.0	52.3	?	0.3%	?	?	?	10.3µM*
21	Cc1cnc(C(=O)OCC(=O)c2ccccc2)cn1	0.1	-15.2	6.7	3.8%	4.9%	18.2%	6.5%	-4.3%	-51.8%[inhibitor]
22	O=C(Cn1c(=O)oc2ccccc21)Nc1ccccc1N1CCOCC1	2.6	2.0	0.0	?	-3.4%	2.5%	0.2%	-0.3%	94.8%[1.84 µM]
23	Cc1cc2ccccc2c(=O)n1CC(=O)N1CCN(c2cccc(Cl)c2)CC1	-1.2	-10.0	-3.4	10.4%	0.3%	-8.7%	21.6%	-14.1%	-0.5%
24	CCOC(=O)c1c(NC(=O)COC(=O)c2ccccc2NC)sc(C(=O)N(C)C)c1C	9.6	1.0	-79.2*	-28.5%	7.5%	-11.0%	?	?	16.5%
25	O=C1C(Cl)=C(NC2CCCCC2)C(=O)N1Cc1ccccc1	9.9	1.6	-3.0	19.3%	16.5%	-14.4%	3.5%	-2.7%	-2.6%
26	CCCC(c1nnnn1CC1CCCO1)N1CCN(c2nc3ccccc3s2)CC1 (configuration not stated)	4.3	20.0	-6.5	-4.9%	6.4%	-16.7%	-8.1%	3.9%	?
27	CCCNC(=O)NC(=O)COC(=O)c1ccc(OC)c(S(=O)(=O)N2CCCc3ccccc32)c1	-5.9	21.4	13.2	1.3%	-11.9%	2.7%	-11.0%	16.4%	-0.5%
28	C[C@@H]1COC(=O)[C@H](Cc2ccc(F)cc2)CC/C=C/C[C@@H](CC(=O)N[C@H](CO)Cc2ccccc2)C(=O)N1	-2.5	1.0	-3.9	13.5%	-4.4%	11.1%	8.7%	0.0%	-7.9%
29	O=C(Cc1n[nH]c(=O)[nH]c1=O)N/N=C/c1ccccc1O	3.5	-24.1	25.2	18.1%	-1.3%	7.3%	12.4%	6.4%	-5.7%
30	COc1cc(C=O)ccc1OC(=O)Nc1ccccc1	-6.6	-16.7	-8.5	15.5%	2.9%	2.1%	11.9%	25.5%	3.1%
31	CC1(C)C(=O)OC(/C=C/c2cccc([N+](=O)[O-])c2)C(C)(C)C1=O (configuration not stated)	-2.1	-1.5	-3.8	-7.2%	5.7%	-0.5%	-1.0%	?	4.2%
32	COc1ccccc1CCNC(=O)c1cc(-c2ccncc2)nc2ccc(Br)cc12	0.5	3.6	-3.1	0.7%	2.1%	11.3%	-4.0%	?	?
33	COc1ccc(C(=O)NNC(=O)c2ccc(S(=O)(=O)N3CCCCC3)cc2)cc1	0.3	-0.7	-3.7	14.2%	2.7%	-1.7%	14.3%	-26.6%	1.3%
34	COC(=O)C(CC(=O)c1ccc(Br)cc1)n1nc(C)cc1C (configuration not stated)	-3.1	-10.2	1.6	-25.9%	10.2%	19.8%	6.0%	28.7%	29.3%
35	Cc1cc(C)n(C(=O)c2ccc(Cl)c(F)c2F)n1	1.7	-3.0	23.4	18.7%	-0.4%	6.8%	11.3%	-5.0%	-1.9%
36	C[C@H]1[C@H](C)CC[C@]2(C)CC[C@]3(C)C(=CC(=O)C4[C@@]5(C)CC[C@H](O)C(C)(C)C5CC[C@]43C)[C@H]12 (some centres not stated)	25.5	44.4	13.1	27.2%	-2.4%	-2.9%	19.6%	19.5%	-14.0%[9.22 µM]
37	CN(Cc1cccnc1)C(=O)c1cc(S(=O)(=O)Nc2ccccc2F)ccc1Cl	1.4	21.7	-5.4	-1.7%	1.2%	-3.7%	-2.3%	5.5%	10.0%
38	O=C1/C(=C\c2ccc(C(F)(F)F)cc2)CSc2sccc21	0.7	42.1	-13.0	-12.2%	22.2%	1.7%	13.5%	-14.9%	-0.4%
39	CC(C)(C)C(=O)O/N=C(\N)c1ccc(-c2csnn2)cc1	5.8	2.4	-23.3	2.2%	16.5%	-1.1%	3.7%	-12.1%	-75.9%[inhibitor]
40	COc1ccc(-c2[nH]ncc2CNCCc2ncccc2C)cc1F	-16.6	-3.0	-8.1	-0.1%	16.9%	2.0%	-0.3%	4.0%	-2.4%
41	O=C(CN1CCN(c2ccccc2O)CC1)Nc1ccc([N+](=O)[O-])cc1Br	3.0	12.3	5.8	-6.7%	9.1%	20.3%	-23.0%	?	?
42	CC(NC(=O)c1cccc(S(=O)(=O)N(C)c2ccccc2)c1)c1cccnc1 (configuration not stated)	0.5	2.0	-6.1	1.8%	0.8%	-27.9%	-4.1%	-8.8%	-10.8%
43	CCOC(=O)C1C(=O)CC(C)(O)C(C(=O)OCC)C1c1ccc(F)cc1 (configuration not stated)	-6.4	-13.4	0.0	-0.2%	-0.7%	-19.5%	1.4%	0.0%	-8.7%
44	COc1ccccc1C(=O)NCC1(c2ccccc2)CCCC1	-3.2	0.2	-76.9*	15.3%	24.2%	-29.6%	-3.9%	-4.6%	?
45	CCOc1c2ccccc2nn1CCO	13.4	23.2	25.7	-3.1%	-3.2%	-2.4%	1.0%	17.0%	-1.5%
46	CCOc1cc(NC(=S)Nc2ccccc2OC)c(OCC)cc1NC(=O)c1ccccc1C	2.2	-3.7	?	-0.6%	-0.3%	-4.7%	-6.3%	-13.4%	3.7%
47	COc1ccc(NC(=O)CCn2c(=S)[nH]c3ccccc3c2=O)cc1Cl	-0.1	-5.2	-0.5	?	10.4%	10.8%	14.6%	17.6%	nt
48	CCc1c(C)c2cc(Cl)c(O)c(CN(C)C)c2oc1=O	-18.2	-11.2	-3.2	2.5%[9.24 µM]	-10.8%	0.2%	-10.3%	2.7%	?
49	COc1ccc(C(=O)CC(=O)c2ccccc2O)cc1	-6.8	8.8	7.3	?	8.1%	7.9%	?	-4.8%	-3.9%
50	CCOc1ccc(-c2cnc3n2CCCCC3)cc1	4.2	4.5	-17.7	16.4%	1.8%	-7.4%	13.6%	?	1.2%

Random draw from the library; about 12% have a hit in one of these screens.
